TAG inh – inhibitors of triacylglycerol accumulation | H9c2 cells, Nile Red lipid (TAG) fluorescence; cells loaded with 200 µM oleic acid | inhibition, % at 12.5 µM | hit rate 0.66% among 230,000 | AID 651582;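 active means pattern-corrected inhibition of lipid staining of at least 50% with the nuclear-stain viability signal not falling by more than 50%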;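 further: 0% = DMSO wells and 100% = triacsin C control wells; some results filed as inactive read as strong as hits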
TAG inh DAPI viability – recorded beside TAG inh, whose call it bears; DAPI nuclei signal change (viability), lower = more cytotoxic, %;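 whole-well DAPI fluorescence read on a plate reader as a viability signal; minus 50 percent equals half of cells still viable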
Active calls of the source: *. The list is partial; rates above refer to the full screens.

The first 4 entries (preview)
SMILES	TAG inh	TAG inh DAPI viability
Cc1ccc(S(=O)(=O)/N=C2/NC(=O)/C(=C\c3cc(Br)cc(Br)c3O)S2)cc1	-9	4
CCOCCCNC(=O)Cc1cc(=O)[nH]c(=O)[nH]1	10	-14
COC(=O)c1sc2ccccc2c1-n1cccc1C(=O)C(=O)Nc1ccc(F)cc1	-8	-10
Cc1ccc(C(=O)COC(=O)CCC(=O)Nc2cc(Cl)ccc2Cl)cc1[N+](=O)[O-]	2	7

The list itself, from the start:
SMILES	TAG inh	TAG inh DAPI viability
Cc1ccc(S(=O)(=O)/N=C2/NC(=O)/C(=C\c3cc(Br)cc(Br)c3O)S2)cc1	-9	4
CCOCCCNC(=O)Cc1cc(=O)[nH]c(=O)[nH]1	10	-14
COC(=O)c1sc2ccccc2c1-n1cccc1C(=O)C(=O)Nc1ccc(F)cc1	-8	-10
Cc1ccc(C(=O)COC(=O)CCC(=O)Nc2cc(Cl)ccc2Cl)cc1[N+](=O)[O-]	2	7
Cc1ccc(CN2CCC(Oc3ccc(C(=O)NCc4ccccn4)cc3)CC2)o1	-1	2
CCN(C[C@H]1N[C@@](C)(C(=O)OC)[C@H]2C(=O)N(C)C(=O)[C@@H]12)C(=O)c1ccc(C)cc1	-6	5
COc1cc(OC)c(C2=NOC(C(=O)Nc3c(C)n(C)n(-c4ccccc4)c3=O)C2)cc1Cl (centres undefined)	-8	-10
CN(C)c1cc2c3ccccc3n(C)c2cc1N	3	13
CC(C)C[C@@H](CN)NC(=O)c1nc[nH]c1C(=O)N[C@@H](Cc1ccccc1)C(=O)CNC[C@H](C)NC(=O)c1nc[nH]c1C(=O)N[C@@H](CC(C)C)C(=O)O	7	6
CC1=C(C(=O)N2CCOCC2)CC(CC(=O)NC2CC2)C(=O)N1Cc1ccc(C(C)(C)C)cc1 (centres undefined)	-2	8
COc1ccc(-c2noc3c2-c2nc(C4CCCCC4)sc2CC3)cc1	-18	1
O=C(Nc1cccc(Cl)c1)c1ccc2c(c1)SC1=NS(=O)(=O)CCN12	20	15
OCCN1CCN(CC/C=C2/c3ccccc3CSc3ccccc32)CC1	1	9
Cc1csc(SCC(=O)Nc2ccc3c(c2)OCCO3)n1	-1	-2
Cc1ccc(CNC(=O)C(C)C2Sc3ccccc3NC2=O)cc1 (centres undefined)	1	8
CC1(C)CC(=O)C(N=Nc2cc(Cl)c(Cl)c(Cl)c2)=C(O)C1	-14	74
CC(=O)c1cn(CCC(C)C)c(=O)[nH]c1=O	10	-8
COc1ccc(OCC(O)CNS(=O)(=O)c2ccc(C)cc2)cc1 (centres undefined)	-11	1
COc1ccc(C2CC(c3ccc4ccccc4c3)=NN2C(=O)CNC2CCCCC2)cc1 (centres undefined)	29	46
Cn1c(=O)[nH]c(=O)c2c1nc(N1CCC(Cc3ccccc3)CC1)n2Cc1ccccc1	18	2

As entered above.
Entry of O=C(Nc1cccc(Cl)c1)c1ccc2c(c1)SC1=NS(=O)(=O)CCN12 in TAG inh: 20
Entry of Cn1c(=O)[nH]c(=O)c2c1nc(N1CCC(Cc3ccccc3)CC1)n2Cc1ccccc1 in TAG inh DAPI viability: 2

(cont.)
SMILES	TAG inh	TAG inh DAPI viability
CSCCC(=O)N1C(C)CCCC1C(=O)O (centres undefined)	3	9
O=C(NCc1ccc(Cl)cc1)c1ccc(CNc2c(N3CCOCC3)c(=O)c2=O)cc1	9	-5
S=c1[nH]nc(-c2ccc(Cl)cc2)n1-c1ccc2c(c1)OCCO2	9	3
COc1ccc2c(CC(=O)OCC(=O)c3ccccc3OC)coc2c1	0	-3
CCOCCCNC(=O)C1CCCCN1S(=O)(=O)c1ccc(F)cc1 (centres undefined)	3	-3
CCOC(=O)COc1nc(-c2ccco2)cc(-c2ccco2)c1C#N	-3	18
Cc1c(C(=O)/C=C/N(C)C)nnn1-c1ccc(Cl)c(Cl)c1	3	1
Cc1onc(-c2ccccc2Cl)c1C(=O)OCC(=O)c1ccc2c(c1)OCCO2	1	-9
O=C(Nc1cccc(F)c1)c1ccc(Cn2cc([N+](=O)[O-])cn2)o1	-34	14
O=C(/C=C/c1c(F)cccc1Cl)Nc1nn[nH]n1	7	-10
CC(C)CC1C(C#N)=C(N)Oc2n[nH]c(-c3cccs3)c21 (centres undefined)	-3	12
CN(C1CCCCC1)S(=O)(=O)c1ccc(-c2ccccn2)s1	10	-17
CC1=NN(C(=O)c2ccncc2)C(=O)C1N=Nc1ccc2ccccc2c1 (centres undefined)	0	-3
Cc1ccc(CSCC(=O)N(C)CC(=O)Nc2ccc(Cl)c(Cl)c2)cc1	-60	-4
CC1CCN(C(=O)CSCc2ccc(Cl)cc2)CC1	-18	16
Cc1ccc(S(=O)(=O)N(C)c2nc3ccccc3[nH]c2=S)cc1	1	-6
Cc1ccc(OCCC(=O)OCC(=O)Nc2ccc(F)cc2)cc1	-2	-1
Cc1cc(C)c(OCC(=O)Nc2nnn(C)n2)c(Br)c1	8	-7
CCOC(=O)C1(Cc2cccc(OC)c2)CCN(CC2CC=CCC2)CC1 (centres undefined)	-2	20
O=[N+]([O-])c1cnn2cc(Br)cnc12	9	-1
COc1ccc(Cn2c(=O)[nH]c3cc(OC)c(OC)cc3c2=O)cc1	-6	3
COc1ccccc1CCNC(=O)c1ccc2nc[nH]c2c1	1	-1
Cc1cccc(C(=O)NNC(=O)c2ccccc2Br)c1	6	-6
COc1ccc(C(=O)NC(=S)NNC(=O)c2ccccc2C)cc1	27	-26
COc1ccc2nc(NC(=O)CCn3cccc3)sc2c1	3	-5
Cc1cccc(C)c1NC(=O)CN1C(=O)NC(C)(C2CC2)C1=O (centres undefined)	-5	-7
CCn1c(SCC(=O)NC2CC2)nnc1-c1cccc(OC)c1	-7	-2
Cc1oc(-c2ccc(-c3ccccc3)cc2)nc1CN(C)C1CCOC1 (centres undefined)	-12	7
CCN(C[C@H]1N[C@@](CC)(C(=O)OC)[C@H]2C(=O)N(C)C(=O)[C@@H]12)C(=O)Nc1ccc(C(F)(F)F)cc1	1	0
COc1ccc(S(=O)(=O)NC2CCCC2)cc1C(N)=O	-4	-2
CCCCCOC(=O)c1cc(=O)[nH]c2ccccc12	-33	-5
COc1ccc(OC)c(/C=N/NC(=O)c2cnccn2)c1	10	-4
N#CC(C#N)=C(N)Nc1cccc(Cl)c1	0	5
Cc1ccc(-c2csc(Nc3ccc(S(N)(=O)=O)cc3)n2)o1	7	-11
CCOc1ccc(C(=O)Nc2nnc(C3=COCCO3)o2)cc1	-3	3
CC(=O)Nc1ccc2c(c1)nc(C)n2Cc1ccccc1	0	7
CCCCNC(=O)c1onc(CSc2cccc3ccccc23)c1C(=O)O	0	-3
O=C(NC(=S)Nc1ccc(CN2CCCCC2)cc1)c1cccc(OCc2ccccc2)c1	22	14
O=C(O)CCC(=O)Nc1ccc(Br)cc1C(=O)c1ccccc1	2	5
CN[C@H](C)C(=O)NC[C@H]1O[C@@H](n2cnc3c(N)ncnc32)[C@H](O)[C@@H]1O	5	-7

5 records drawn at random from those above:
SMILES	TAG inh	TAG inh DAPI viability
CCCCCOC(=O)c1cc(=O)[nH]c2ccccc12	-33	-5
CCOc1ccc(C(=O)Nc2nnc(C3=COCCO3)o2)cc1	-3	3
CC(=O)Nc1ccc2c(c1)nc(C)n2Cc1ccccc1	0	7
COc1ccc(OC)c(/C=N/NC(=O)c2cnccn2)c1	10	-4
CN[C@H](C)C(=O)NC[C@H]1O[C@@H](n2cnc3c(N)ncnc32)[C@H](O)[C@@H]1O	5	-7

Later entries.
SMILES	TAG inh	TAG inh DAPI viability
COC(=O)Cc1ccc(NC(=O)c2ccccc2Br)cc1	-13	-10
O=S(=O)(NCc1ccncc1)c1ccccc1	-48	5
Cc1ccc(Nc2nc(-c3cccnc3)nc3ccccc23)cc1	19	1
COC1C=CC=C(C)C(=O)NC2=CC(=O)C(N)=C(CC(C)CC(OC)C(O)C(C)C=C(C)C1OC(N)=O)C2=O (centres undefined)	57	-62
CCCCN1C(N)=NC[C@@H]1Cc1ccccc1	-4	-3
COCCN(C(=O)c1ccc2c(c1)S(=O)(=O)N=C1CCCCCN12)c1c(N)n(CC(C)C)c(=O)[nH]c1=O	-12	4
C/C(=N\NC(=O)c1ccc(O)cc1)c1cccc(NC(=O)c2ccccc2C)c1	0	-5
O=C1C2C3CCC(C3NCc3ccccc3)C2C(=O)N1Cc1ccccc1 (centres undefined)	-12	6
Cc1nnc(SCC(=O)NCC2CCCO2)n1-c1ccccc1 (centres undefined)	4	-2
c1ccc2c(c1)CCNC2c1ccncc1 (centres undefined)	-44	-4
COc1ccc(-c2[nH]ncc2-c2cnn(-c3ccccc3)c2)c(O)c1	5	67
COc1ccc(/C=N/NC(=O)CCC(=O)Nc2ccc(F)cc2)c(OC)c1	2	3
COc1ccc(CCN2CCCC(CN(C)Cc3cccc(OC)c3)C2)cc1 (centres undefined)	-7	26
COCCCN1C(=O)C(CC(=O)NCc2cccs2)CC(C(=O)N2CCOCC2)=C1C (centres undefined)	-4	10
CCc1nc2ccccc2c(C(=O)Nc2ccc(F)cc2)c1C	-8	6
S=C(Nc1ccccc1)Nc1cccc(Cl)c1Cl	-5	-4
COC(=O)C1=C(C)N(Cc2ccccc2)C(=NCCc2c[nH]c3ccccc23)N[C@H]1c1cccc(C(F)(F)F)c1	129	-63
CCOC(=O)C1CCN(CC(=O)Nc2c(C(=O)OC)n(C)c3cccc(C)c23)CC1	15	-2
CC(CNC(=O)c1ccc(OC2CCN(Cc3ccccn3)CC2)cc1)c1ccccc1 (centres undefined)	0	-8
COc1ccc(NC(=O)Cc2ccc(C)cc2)cc1S(=O)(=O)N1CCCCC1	-42	2
CCC(=O)Nc1nnc(-c2ccc(Cl)s2)o1	3	-8
CCC(=O)NC(=S)NNC(=O)c1ccc(O)cc1	6	-9
Cc1cc2ccccn2c1C(=O)c1ccc(Cl)c([N+](=O)[O-])c1	8	-25
CCC1(O)C(=O)OCc2c1cc1n(c2=O)Cc2cc3c(N)cccc3nc2-1 (centres undefined)	15	-37
CN1CCN(c2ncnc3c2cnn3-c2ccc(Cl)cc2)CC1	17	-8
COC(=O)c1c(C)oc(C)c1S(=O)(=O)N1CCOCC1	0	2
COc1ccc(Nc2ccc(N3C(=O)CCC3=O)cc2[N+](=O)[O-])cn1	4	1
CC(C)C(=O)Nc1ccccc1N1CCN(S(C)(=O)=O)CC1	-10	8
Cc1ccc(NC(=S)N2CCCCCC2)cc1	-14	6
CSc1nnc(C)c(/C=C/NOCc2ccc(Cl)cc2)n1	-5	-12

An excerpt of these results, with two lines to a compound:
Below each compound – TAG inh, TAG inh DAPI viability
> CSc1nnc(C)c(/C=C/NOCc2ccc(Cl)cc2)n1
 : -5, -12
> COC(=O)c1c(C)oc(C)c1S(=O)(=O)N1CCOCC1
 : 0, 2
> CC(C)C(=O)Nc1ccccc1N1CCN(S(C)(=O)=O)CC1
 : -10, 8
> Cc1ccc(NC(=S)N2CCCCCC2)cc1
 : -14, 6
> CCC(=O)NC(=S)NNC(=O)c1ccc(O)cc1
 : 6, -9
> Cc1cc2ccccn2c1C(=O)c1ccc(Cl)c([N+](=O)[O-])c1
 : 8, -25

(listing goes on)
SMILES	TAG inh	TAG inh DAPI viability
O=C(OCC(=O)N1CCc2ccccc21)[C@@H]1CC(O)CN1S(=O)(=O)c1ccccc1[N+](=O)[O-] (some centres undefined)	14	-3
O=C(CSc1nnnn1C1CCCC1)Nc1ccccc1N1CCOCC1	-21	4
Nc1nc(Cl)c2ncn(C3OC(CO)C(O)C3O)c2n1 (centres undefined)	-6	7
COC(C(=O)Nc1ccc(F)cc1F)c1ccccc1 (centres undefined)	-4	2
COC(=O)c1ccc(C(=O)OC)c(NC(=O)COC(=O)C2CC2C)c1 (centres undefined)	-4	4
CSCC[C@H](NC(=O)OC(C)(C)C)C(=O)N/N=C/c1ccc2nccnc2c1	-5	5
N#Cc1ccc(Oc2cccnc2)cc1C#N	11	-6
O=C(CCc1nc2ccccc2c(=O)[nH]1)N1CCN(S(=O)(=O)c2ccc(Cl)c(C(F)(F)F)c2)CC1	-21	1
Cn1cc([N+](=O)[O-])c(C(=O)Nc2ccn(C34CC5CC(CC(C5)C3)C4)n2)n1	79	-63
COc1ccc(OCc2cccc(C(=O)O)c2)cc1	12	-6
COc1ccccc1NC(=O)CSc1nc(=O)n(CCN2CCOCC2)c2c1CCC2	-9	2
COc1ccccc1CCC(=O)Nc1ccc2c(c1)c(=O)n(C)n2Cc1cccc(C(F)(F)F)c1	0	19
Cc1ccc(C)c2[nH]c(=O)c(C(c3nnnn3C(C)(C)C)N3CC=C(c4ccc(F)cc4)CC3)cc12 (centres undefined)	15	19
O=C(NCc1ccccc1)c1cc(C2COCCN2S(=O)(=O)c2ccccc2)on1 (centres undefined)	9	-2
O=C(c1cc(-c2ccc(Br)cc2)nc2ccccc12)N1CCN(c2ccccc2O)CC1	11	-5
CCOCCCNC(=O)/C(C#N)=C/c1ccc(Cl)c([N+](=O)[O-])c1	5	-3
COc1ccc(N2CCN(C(=O)C(C)(C)Oc3ccc(Cl)cc3)CC2)cc1	-8	-1
Nc1nc(N)nc(-c2ccccc2)n1	-8	-1
O=C(Nc1ccccc1)N1CCC(C(=O)N2CCN(Cc3ccccc3)CC2)CC1	12	-7
O=C(NC(=S)Nc1ccc(Cl)cc1)c1cncc(Br)c1	-10	-2
O=C(N=NC(=O)c1ccc2c(O)n(CC3CCCO3)c(O)c2c1)c1cccnc1 (centres undefined)	-27	13
O=C(CSc1cccc[n+]1[O-])Nc1ccccc1C(F)(F)F	-10	8
CC(=O)c1ccccc1NC(=O)COC(=O)/C=C/c1ccc(C)o1	-46	9
CCC1CCCCN1CC(C)(C)NS(=O)(=O)c1ccccc1 (centres undefined)	2	5
Cc1nc(Cc2nnc(SCC(=O)N3c4ccccc4NC(=O)C3(C)C)o2)cs1	-3	-3
C=CCn1nc(C(=O)N2CCOCC2)cc1-c1sc(NC(=O)c2ccccc2)nc1C	-7	9
COc1ccc(C)cc1N1CC(C(=O)Nc2ccccc2N2CCCCC2)CC1=O (centres undefined)	-19	0
O=C(N/N=C/c1ccc2c(c1)OCO2)C(=O)N1CCCC1	-1	13
C=CCNc1cc(=O)n(Cc2ccccc2)c(=O)[nH]1	-12	3
Cc1ccccc1OCCCC(=O)Nc1nncs1	-15	-4
